Screens as filed in PubChem.
GRK2 inh: blocks RNA aptamer binding to human GRK2. inhibition of aptamer binding, % at 10 µM. bead flow cytometry, FAM-aptamer displacement from GRK2. 330,000 compounds, 0.59% hits. P25098;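 active = inhibition of aptamer binding above 40%, roughly 3 SD of noise, on plates passing a quality check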;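 note: median bead fluorescence of bound FAM aptamer so fluorescent compounds give negative values; no value below 0 was filed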
VLA-4 inh: inhibition in a human VLA-4 binding assay | P13612 | VLA-4 expressing cells, ligand binding flow cytometry | inhibition, % (about 7 µM as worked out from the volumes in the protocol) | 330,000 compounds, 0.2% hits | AID 2557; in the data active = inhibition above about 50%
Target sequence (P13612 whole entry, looked up): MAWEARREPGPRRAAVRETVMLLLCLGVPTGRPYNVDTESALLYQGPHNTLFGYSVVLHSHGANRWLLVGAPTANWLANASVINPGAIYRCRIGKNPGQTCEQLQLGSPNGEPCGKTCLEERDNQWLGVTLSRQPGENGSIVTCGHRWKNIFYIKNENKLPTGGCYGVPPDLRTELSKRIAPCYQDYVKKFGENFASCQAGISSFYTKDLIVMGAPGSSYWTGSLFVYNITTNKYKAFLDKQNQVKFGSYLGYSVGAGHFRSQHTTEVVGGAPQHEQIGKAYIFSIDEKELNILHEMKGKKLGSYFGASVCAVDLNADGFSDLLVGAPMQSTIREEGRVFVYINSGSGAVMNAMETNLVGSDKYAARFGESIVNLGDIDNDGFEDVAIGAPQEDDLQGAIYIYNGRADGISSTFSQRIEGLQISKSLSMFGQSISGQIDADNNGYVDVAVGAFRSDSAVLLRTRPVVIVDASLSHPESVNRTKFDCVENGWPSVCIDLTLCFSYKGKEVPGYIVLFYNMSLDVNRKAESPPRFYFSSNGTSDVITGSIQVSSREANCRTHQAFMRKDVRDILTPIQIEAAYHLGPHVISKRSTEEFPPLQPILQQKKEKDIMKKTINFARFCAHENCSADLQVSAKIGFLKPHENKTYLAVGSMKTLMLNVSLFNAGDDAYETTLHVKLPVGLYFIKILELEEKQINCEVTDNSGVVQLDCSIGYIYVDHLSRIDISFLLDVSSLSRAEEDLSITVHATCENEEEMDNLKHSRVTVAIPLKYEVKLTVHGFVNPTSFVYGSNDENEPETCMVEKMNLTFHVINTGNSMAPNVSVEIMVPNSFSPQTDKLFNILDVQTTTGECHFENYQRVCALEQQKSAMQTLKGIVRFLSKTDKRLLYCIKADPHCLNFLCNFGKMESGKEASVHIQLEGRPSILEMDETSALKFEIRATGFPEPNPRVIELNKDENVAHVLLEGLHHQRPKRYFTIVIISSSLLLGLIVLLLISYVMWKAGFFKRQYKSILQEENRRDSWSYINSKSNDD
RPL19A-GFP yeast: modulators of TOR pathway RPL19A-GFP in S. cerevisiae; S. cerevisiae RPL19A-GFP strain, flow cytometry, 3 h; active compounds read low; percent response vs DMSO, % at 10 µM; 330,000 compounds, 0.3% hits;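 active = percent response vs DMSO below 50%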;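 note: median channel GFP fluorescence of the barcoded RPL19A-GFP strain; ratio of sample median GFP to plate DMSO average so 100% = DMSO; lower means less RPL19A-GFP as with rapamycin TOR inhibition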
LAP4 TOR yeast: alters LAP4-GFP fluorescence in TOR pathway yeast screen; AID 2023; 320,000 compounds, 0.34% hits; GFP response vs DMSO, % at 10 µM; S. cerevisiae LAP4-GFP multiplex, flow cytometry GFP, 3 h; median GFP as percent of DMSO wells;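 active = GFP response vs DMSO above a set limit, about the screen mean plus 3 SD, cut at about 150% in these data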
AGP1-GFP MLPCN: yeast TOR pathway AGP1-GFP modulation. S. cerevisiae AGP1-GFP multiplex flow cytometry, 3 h; GFP as percent of DMSO wells. GFP response vs DMSO, % at 10 µM. 320,000 compounds, 0.02% hits;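 active = GFP response relative to DMSO above a set limit, near screen average plus 3 SD, cut at about 150% in these data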;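 note: median GFP channel fluorescence of the gated AGP1 strain per well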
MEP2 TOR yeast: yeast TOR pathway MEP2-GFP modulation; S. cerevisiae MEP2-GFP strain, flow cytometry GFP, 3 h; 100% = DMSO control level; GFP response vs DMSO, % at 10 µM; 330,000 compounds, 0.51% hits;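 active = GFP response versus DMSO above a set limit, roughly screen mean plus 3 SD, cut at about 180% in these data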;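 note: median GFP fluorescence of the barcode-gated MEP2-GFP cells per well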
Yeast superoxide: caloric restriction mimetics inhibiting age-related superoxide in yeast; AID 2690; S. cerevisiae aged cells, superoxide DHE fluorescence; active compounds read low; superoxide response (% of plate mean), % at 10 µM; 330,000 compounds, 0.18% hits;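 active = superoxide response under a set limit, about three screen SD below normal, cut at about 65% in these data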;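 note: yeast aged for seven days with compound at 30 °C before DHE staining; 100% = average MFI of all compound-treated wells on the plate with controls excluded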
CIT2-GFP yeast: alters CIT2-GFP fluorescence in TOR pathway yeast screen. S. cerevisiae CIT2-GFP strain, flow cytometry, 3 h; 100 means same as DMSO wells. GFP response vs DMSO, % at 10 µM. 320,000 compounds, 0.065% hits. AID 2029;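 active = GFP response relative to DMSO above a set limit, near the screen mean plus 3 SD, cut at about 150% in these data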;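 note: ratio of well median GFP fluorescence to mean of DMSO wells on the plate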
Active calls of the source: *; / = no result given.

1. c1ccc(-c2ccccc2OCCCN2CCCCC2)cc1
2. Cc1ccc(-c2cc(N)n(-c3ccc(C)cc3)n2)cc1
3. Cc1c(Cl)cccc1NC(=S)/C(=C(\[O-])c1ccc(Cl)s1)[n+]1ccccc1
4. Cc1ccc(C2=N/C(=C\c3ccc(F)cc3)C(=O)N2)cc1
5. CCN(CC)CCNC(=O)c1ccc(NC(=O)c2ccccc2-c2ccc(C(F)(F)F)cc2)cc1
6. CC(C)CNc1cc(Cl)c(S(=O)(=O)NCC(C)C)cc1C(=O)O
assay / compound	1	2	3	4	5	6
GRK2 inh	0	4	0	0	0	3
VLA-4 inh	-2	-26	7	21	16	-1
RPL19A-GFP yeast	101	97	95	94	94	101
LAP4 TOR yeast	86	114	85	98	94	101
AGP1-GFP MLPCN	91	94	87	93	92	107
MEP2 TOR yeast	88	100	95	97	93	95
Yeast superoxide	107	105	100	68	99	95
CIT2-GFP yeast	100	89	88	94	96	108

7. CCCCn1c(N)c(N(CC)C(=O)c2ccccc2C)c(=O)[nH]c1=O
8. O=C(CO/N=C/c1cccc([N+](=O)[O-])c1)NC1CCCCCC1
9. O=C(/C=C/c1ccc([N+](=O)[O-])cc1)Nc1cccc(S(=O)(=O)NC2=NCCCCC2)c1
10. COc1cc(S(=O)(=O)NCCCn2ccnc2)ccc1Cl
11. Cc1cc(-c2ccc3c(c2)COc2c4ccccc4nn2-3)on1
12. CCOc1ccc(C(NC(=O)c2ccco2)c2ccc(OC)c(OC)c2)cc1 (stereo not drawn)
assay / compound	7	8	9	10	11	12
GRK2 inh	1	3	1	0	2	1
VLA-4 inh	5	3	-6	14	-3	27
RPL19A-GFP yeast	100	106	98	104	99	100
LAP4 TOR yeast	95	101	92	91	130	103
AGP1-GFP MLPCN	101	104	96	98	84	102
MEP2 TOR yeast	107	102	89	106	97	99
Yeast superoxide	113	99	98	101	113	99
CIT2-GFP yeast	103	96	95	100	93	96

13. CCC1=NN(C(=O)Cc2ccc([N+](=O)[O-])cc2)C(O)(c2ccncc2)C1 (stereo not drawn)
14. COC(=O)/C(=C(/F)Sc1cc(C)c(O)c(C)c1)C(F)(F)F
15. CC(=O)Nc1ccc(CN2CCCC(CO)(Cc3ccccc3C)C2)cc1 (stereo not drawn)
16. COc1cc(NC(=O)CSc2nnc3c(C)cc4c(C)ccc(C)c4n23)c(C(=O)O)cc1OC
17. CC(C)c1c(O)nc(SCC(=O)Nc2ccc3c(c2)CCC3)[nH]c1=O
18. O=C1CC(N2CCN(Cc3ccc4c(c3)OCO4)CC2)C(=O)N1c1cccc2ccccc12 (stereo not drawn)
assay / compound	13	14	15	16	17	18
GRK2 inh	0	0	2	1	2	1
VLA-4 inh	2	-9	5	4	0	-1
RPL19A-GFP yeast	105	103	100	100	98	97
LAP4 TOR yeast	91	101	104	101	95	116
AGP1-GFP MLPCN	98	105	105	101	90	107
MEP2 TOR yeast	102	104	100	95	100	99
Yeast superoxide	105	91	99	98	95	100
CIT2-GFP yeast	100	103	96	103	91	105

19. Brc1cccc(CNn2cnnc2)c1
20. O=C(O)Cc1nc2nc3c(c(=O)n2[nH]1)CCCC3
21. Cc1ccc(CNC(=O)c2cc(C3CC3)nc3c2cnn3C(C)C)cc1
22. COc1ccccc1CNCc1cccc(Oc2ccccc2)c1
23. Cc1ccc(NC(=O)C2CCCN(C(=O)c3ccc(Cl)cc3)C2)cc1C (stereo not drawn)
24. O=C1CN(C(=S)Nc2ccc(OC(F)F)cc2)CCN1
assay / compound	19	20	21	22	23	24
GRK2 inh	2	0	1	0	3	0
VLA-4 inh	15	32	13	4	-1	8
RPL19A-GFP yeast	97	98	104	102	88	95
LAP4 TOR yeast	103	89	108	114	103	91
AGP1-GFP MLPCN	103	96	104	109	93	99
MEP2 TOR yeast	95	99	112	107	86	98
Yeast superoxide	95	99	96	103	102	98
CIT2-GFP yeast	89	90	96	102	84	99

25. Cn1c(=O)[nH]c(=O)c2c1nc(N1CCOCC1)n2CCN1CCOCC1
26. C/C(=N/NS(=O)(=O)c1cc(C)ccc1C)c1c[nH]c2ccccc12
27. Cc1ccccc1NC(=S)N(CCCN1CCOCC1)Cc1ccccn1
28. O=C(CN1C(=O)C2CC=CCC2C1=O)N1CCN(c2ccc([N+](=O)[O-])cc2)CC1 (stereo not drawn)
29. CC(=NCc1cccc(Cl)c1)c1nc(-c2ccco2)oc1O
30. Cc1ccc(SCC2CNc3nc4ccccc4c(=O)n32)c(C)c1 (stereo not drawn)
assay / compound	25	26	27	28	29	30
GRK2 inh	3	0	4	1	2	1
VLA-4 inh	8	2	-2	-2	5	15
RPL19A-GFP yeast	92	110	100	100	99	98
LAP4 TOR yeast	105	105	93	92	101	97
AGP1-GFP MLPCN	98	99	99	101	98	94
MEP2 TOR yeast	100	108	91	96	106	98
Yeast superoxide	93	94	88	102	103	106
CIT2-GFP yeast	98	105	100	80	99	89

31. CN1CCN(C(c2cccc(C(F)(F)F)c2)c2nnnn2C(C)(C)C)CC1 (stereo not drawn)
32. COc1cccc(NC(=O)CSc2nnc3c(n2)[nH]c2ccc(C)cc23)c1
33. COc1ccc(N2CCN(C(=O)CN(CCc3ccccc3)S(C)(=O)=O)CC2)cc1
34. O=C(/C=C/Nc1ccc(Cc2ccc(N/C=C/C(=O)C(F)(F)F)cc2)cc1)C(F)(F)F
35. O=C(N/N=C/c1ccc2c(c1)OCO2)C1CC1
36. Cc1sc2nc(CSc3ccc([N+](=O)[O-])cc3)[nH]c(=O)c2c1C
assay / compound	31	32	33	34	35	36
GRK2 inh	12	0	0	0	1	0
VLA-4 inh	27	3	9	-5	-9	-7
RPL19A-GFP yeast	93	101	100	98	82	98
LAP4 TOR yeast	95	93	102	91	94	115
AGP1-GFP MLPCN	94	103	103	92	93	109
MEP2 TOR yeast	100	107	105	94	92	109
Yeast superoxide	84	102	96	104	107	100
CIT2-GFP yeast	96	105	100	87	96	96

37. Cc1ccc(C(C)NC(=O)c2ccco2)cc1C (stereo not drawn)
38. COc1ccc(NC(=O)c2cccnc2SC)cc1S(=O)(=O)N1CCCCC1
39. CSc1ncccc1C(=O)N1CCCC(C(=O)c2ccc3ccccc3c2)C1 (stereo not drawn)
40. On1c(-c2ccccc2Cl)nc2ncccc21
41. C[C@@H](C(=O)NC1CCCCC1)N1C(=O)N2CCc3c([nH]c4ccccc34)[C@@]2(C)C1=O
42. CCn1c(/C=N/n2cnnc2)nc2ccccc21
assay / compound	37	38	39	40	41	42
GRK2 inh	8	0	2	0	2	2
VLA-4 inh	0	0	0	11	-4	-2
RPL19A-GFP yeast	100	103	94	98	99	100
LAP4 TOR yeast	99	99	109	91	103	92
AGP1-GFP MLPCN	111	105	111	91	98	96
MEP2 TOR yeast	104	92	101	105	92	102
Yeast superoxide	97	77	95	84	106	117
CIT2-GFP yeast	101	104	98	95	94	101

43. COC(=O)Cc1[nH]n(-c2nc3ccccc3s2)c(=O)c1C(C)=O
44. COc1ccc(OC)c(S(=O)(=O)N(C)CC(=O)Nc2ccc3c(c2)OCCO3)c1
45. Cc1onc(-c2c(Cl)cccc2Cl)c1C(=O)c1c[nH]c(C(=O)NCCCN2CCOCC2)c1
46. COc1ccc2c(c1)c(CC(=O)Nc1cccc(S(N)(=O)=O)c1)c(C)n2C(=O)c1ccc(Cl)cc1
47. CC(Oc1ccc2c3c(c(=O)oc2c1)CCC3)C(=O)NCc1ccccn1 (stereo not drawn)
48. Cc1csc(NC(=O)C2C3C=CC(C3)C2C(=O)O)n1 (stereo not drawn)
assay / compound	43	44	45	46	47	48
GRK2 inh	3	4	0	6	2	12
VLA-4 inh	2	3	20	-12	11	4
RPL19A-GFP yeast	88	103	98	105	104	/
LAP4 TOR yeast	108	111	98	105	97	97
AGP1-GFP MLPCN	106	118	97	106	104	100
MEP2 TOR yeast	104	105	99	109	105	97
Yeast superoxide	100	100	109	108	101	89
CIT2-GFP yeast	98	100	96	99	100	108

49. COc1ccc(OC)c(/C=N/NC(=O)c2cc[n+](Cc3ccccc3)cc2)c1
50. O=C(COC(=O)CN=C1NS(=O)(=O)c2ccccc21)Nc1ccccc1OC(F)F
51. CCc1nnc(NC(=O)Nc2ccc(OC)cc2)s1
52. CC1(NC(=O)CCc2ccccc2)CCN(CCCc2ccccc2)C1=O (stereo not drawn)
53. CCOC(=O)c1cnc(-n2nc(C)cc2C)[nH]c1=O
54. COc1ccc(/C=C/c2nnc(NC(=O)C(C)(C)C)s2)cc1
assay / compound	49	50	51	52	53	54
GRK2 inh	1	0	0	0	0	/
VLA-4 inh	2	-7	11	15	6	-1
RPL19A-GFP yeast	98	101	98	91	99	96
LAP4 TOR yeast	103	103	101	92	101	109
AGP1-GFP MLPCN	100	101	96	97	102	100
MEP2 TOR yeast	89	101	97	96	98	97
Yeast superoxide	95	86	115	89	119	102
CIT2-GFP yeast	105	105	91	92	100	92

55. CCCn1cnc2c(sc3nc4c(cc32)CSC(C)(C)C4)c1=O
56. N#CC/C(N)=N/Nc1nc2ccccc2nc1Cc1ccccc1
57. O=c1c2ccccc2oc2ccc(Oc3ccccc3)cc12
58. Cc1cc(C)n2cnnc2n1
59. CCOC(=O)CC1C(=O)NCCN1C(=O)c1ccc(F)cc1F (stereo not drawn)
60. CN(C)C(=O)c1ccc(-c2cc(C(F)(F)F)nn2C)s1
assay / compound	55	56	57	58	59	60
GRK2 inh	0	4	2	2	2	0
VLA-4 inh	0	-38	5	-5	7	3
RPL19A-GFP yeast	97	104	94	104	102	98
LAP4 TOR yeast	95	100	110	/	102	/
AGP1-GFP MLPCN	96	100	80	/	104	/
MEP2 TOR yeast	100	106	90	100	103	96
Yeast superoxide	116	91	91	112	93	113
CIT2-GFP yeast	99	105	69	/	111	/

61. CCn1c(CCNC(=O)c2ccc(C)cc2)n[nH]c1=S
62. CCOc1ccccc1NC(=O)CCNS(=O)(=O)c1ccc(NC(C)=O)cc1
63. Cc1ccc(C(=O)NC(=S)NCCN2CCOCC2)cc1
64. CCOC(=O)CNC(=O)N1CCc2ccc(NC(=O)c3ccccc3Cl)cc2C1
65. N#CC1(c2ccccc2)CCCN1C(=O)c1ccco1 (stereo not drawn)
66. Cc1ccc(/C=C/C(=O)OCC(=O)NC(C)c2ccccc2)o1 (stereo not drawn)
assay / compound	61	62	63	64	65	66
GRK2 inh	1	2	1	4	1	5
VLA-4 inh	4	8	9	16	5	8
RPL19A-GFP yeast	118	106	109	92	106	94
LAP4 TOR yeast	87	86	99	71	104	92
AGP1-GFP MLPCN	101	94	106	108	113	92
MEP2 TOR yeast	99	106	107	85	113	98
Yeast superoxide	90	83	92	92	93	105
CIT2-GFP yeast	112	109	104	85	97	89
